Screening results as filed in PubChem BioAssay.
Runt-SMMHC FRET: inhibitors of RUNX1 Runt–CBFb-SMMHC binding, primary screen, biochemical, FRET, Cerulean-Runt, Venus-CBFb-SMMHC, uHTS; Runt-related transcription factor 1 (Homo sapiens) + Core-binding factor subunit beta …; Cerulean-Runt/Venus-CBFb-SMMHC FRET ratio 530/480, 1 h; inhibition, % at 20 µM; actives 0.74% (n = 220,000);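 active = mean inhibition across duplicate retests at 20 µM reaching about 50%, limit read from the data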;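 also: 0% = DMSO wells and 100% = wells with excess untagged CBFb-SMMHC; inhibitors lower the FRET ratio by blocking Runt binding to CBFb-SMMHC; some results filed as inactive read as strong as hits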
p47phox inh: p47phox/p22phox peptide binding inhibitors, primary screen, biochemical, uHTS, NADPH oxidase regulatory subunit | inhibition, % at 24.7 µM | Neutrophil cytosol factor 1 (Homo sapiens), P14598 | actives 0.53% (n = 220,000) | fluorescence polarization, 2 h;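 active = inhibition above about 30%, limit read from the data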;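 also: 0% = p47phox with labelled peptide and 100% = labelled peptide alone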
EBV gp42 block: Epstein-Barr virus gp42 inhibitors, primary screen, biochemical, uHTS, fluorescence polarization. Fluorescence polarization binding assay, mP read-out. inhibition, % (tested at 21.74 µM). actives 0.42% (n = 220,000). AID 1085, 2008; in the data active = inhibition above about 50%
Hck-Nef inh: inhibitors of Nef-activated human Hck kinase, primary screen, biochemical, Z-Lyte FRET, 384-well, Hck-YEEI. actives 0.68% (n = 220,000). Tyrosine-protein kinase HCK (Homo sapiens), P08631. inhibition, % at 20 µM. Recombinant Hck-YEEI plus Nef, Z-Lyte FRET kinase assay. AID 463187, 2010;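 active = Hck-Nef kinase inhibition above about 50%, limit read from the data; inactive = inhibition below that limit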;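 also: 0% = DMSO with Hck plus Nef and 100% = Hck alone without Nef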
14-3-3 Bad PPI: inhibitors of 14-3-3 zeta/Bad binding, primary screen, biochemical, TR-FRET, bovine 14-3-3 zeta; TR-FRET 14-3-3zeta/Dy647-pBad peptide displacement, 1 h; inhibition, % at 21.7 µM; actives 0.71% (n = 220,000); AID 781, 2007;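 active = inhibition above about 70%, limit read from the data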;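 also: 0% = full 14-3-3 plus peptide FRET controls and 100% = background without 14-3-3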
Target sequence (P63103 whole entry, looked up): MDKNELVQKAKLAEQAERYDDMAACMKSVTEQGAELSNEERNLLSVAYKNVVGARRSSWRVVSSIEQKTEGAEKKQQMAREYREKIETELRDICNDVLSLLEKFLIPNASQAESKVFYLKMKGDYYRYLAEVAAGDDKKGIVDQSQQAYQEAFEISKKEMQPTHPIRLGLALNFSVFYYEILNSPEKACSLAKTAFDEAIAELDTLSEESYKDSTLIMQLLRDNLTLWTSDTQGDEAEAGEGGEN
Runt-CBFb FRET: inhibitors of RUNX1 Runt–CBFb binding, primary screen, biochemical, FRET, Cerulean-Runt, Venus-CBFb, uHTS. Runt-related transcription factor 1 (Homo sapiens) + Core-binding factor subunit beta …. Cerulean-Runt/Venus-CBFb FRET ratio 530/480, 1 h. inhibition, % at 20 µM. actives 0.46% (n = 220,000). AID 1496, 2009;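 active = inhibition over about 50% at 20 µM in the single-dose screen, limit read from the data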;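 also: 0% = DMSO wells and 100% = excess unlabeled CBFb competitor control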
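Measured by: fluorescence energy transfer, 422 nm excitation, 530/480 nm emission; Assay system: Cerulean-Runt domain; Medium: Tris pH 7.5 buffer with BSA; Measure: loss of energy transfer signal; Controls: 5 µM unlabeled CBFb as full-inhibition high control; Incubation: protein complex preformed 1 h, compound exposure 1 h, room temperature, dark.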
TbHK1 inh: Trypanosoma brucei hexokinase 1 inhibitors, primary screen, biochemical, G6PDH-coupled NADH absorbance, MLSCN library; AID 1430, 2008; recombinant TbHK1, G6PDH-coupled NADH A340; inhibition, % at 10 µM; actives 0.11% (n = 220,000); hexokinase 1 [Trypanosoma brucei];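 active = inhibition of 50% or more in the single-dose primary screen; inactive = inhibition below 50%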
Mdm2 ligase inh: MDM2-luciferase reporter signal enhancers, primary screen, MDM2 E3 ligase inhibitor project, cell-based, luminescence, 1536-well. E3 ubiquitin-protein ligase Mdm2 (Homo sapiens), Q00987. cell-based MDM2 ubiquitination luciferase reporter, 2 h; 0 = plate control, 100 = twice control, blank-subtracted. signal enhancement, % at 5 µM. actives 0.11% (n = 210,000);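 active = signal enhancement of 30% or more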;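 also: luminescence tracks abundance of the self-degrading MDM2-luciferase fusion protein; higher signal means inhibition of MDM2 E3 ligase activity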
Target sequence (Q00987 whole entry, looked up, the tested form may be a part): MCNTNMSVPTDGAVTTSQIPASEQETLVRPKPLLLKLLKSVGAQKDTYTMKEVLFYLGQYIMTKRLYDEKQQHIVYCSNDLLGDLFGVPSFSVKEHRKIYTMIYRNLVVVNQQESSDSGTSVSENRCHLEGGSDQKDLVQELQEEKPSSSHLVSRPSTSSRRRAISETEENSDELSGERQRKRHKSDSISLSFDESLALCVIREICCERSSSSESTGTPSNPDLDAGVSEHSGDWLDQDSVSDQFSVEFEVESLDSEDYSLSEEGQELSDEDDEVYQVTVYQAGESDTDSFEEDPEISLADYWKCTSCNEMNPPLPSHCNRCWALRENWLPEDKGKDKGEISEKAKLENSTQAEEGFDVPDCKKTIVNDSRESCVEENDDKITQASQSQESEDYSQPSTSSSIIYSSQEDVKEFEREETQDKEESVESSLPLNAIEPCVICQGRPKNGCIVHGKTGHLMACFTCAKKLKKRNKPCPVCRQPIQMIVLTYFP
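Assay system: mammalian cells stably expressing self-ubiquitinating, self-degrading MDM2 E3–luciferase fusion. Quantity: 2000 cells in each well. Medium: DMEM culture medium. Compound dosing: single-point 5 µM. Timing: cell settling 4 h, compound treatment 2 h, both 37 °C. Technique: luciferase luminescence. Read-out basis: percent signal gain over controls, blank-subtracted. Benchmarks: plate controls and plate blanks.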
zVAD death inh: inhibitors of zVAD-triggered necroptosis, primary screen, L929 cells | L929 zVAD necroptosis rescue, ATP luminescence, 24 h; with zVAD 60 µM | viability rescue, % at 10 µM | actives 0.38% (n = 220,000) | AID 1377, 2008;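 active = activation, scaled between plate controls, above about 75%, limit read from the data; inactive = activation under that limit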;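 also: 0% = zVAD with DMSO and 100% = DMSO alone without zVAD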
Starred values were filed as active, the others as inactive; · = no result given; [ ] = remark or other dose.

SMILES	Runt-SMMHC FRET	p47phox inh	EBV gp42 block	Hck-Nef inh	14-3-3 Bad PPI	Runt-CBFb FRET	TbHK1 inh	Mdm2 ligase inh	zVAD death inh
COc1cccc2c1OCC/C2=N\NC(=O)C(C)Oc1ccc([N+](=O)[O-])cc1 (centres undefined)	2	1	-4	15	1	-1	-13	3	11
Cc1cc(NC(=O)CSc2nnc(C3COc4ccccc4O3)n2N)no1 (centres undefined)	0	44*	-3	5	-5	3	1	-12	0.8
Cn1cc(C(=O)N/N=C/c2ccc(Br)c([N+](=O)[O-])c2)c2ccccc21	3	-1	-12	17	-5	1	-34	-13	0.3
O=C(NNC(=S)NC(=O)c1cccnc1)c1ccccc1	2	-12	-11	-1	14	9	-13	-12	-0.1
CCOC(=O)c1cn2ccc(C)cc2n1	2	0	-16	15	5	3	-4	-4	9.8
C=C(C)C1CCC(C)=C1COC(=O)Nc1ccccc1 (centres undefined)	1	-10	-8	5	-14	-1	14	·	2.4
CC(C)Nc1cc(C(F)(F)F)nc(-c2ccccn2)n1	-3	5	-19	0	12	-2	-3	-8	-0.1
Cc1nnc(Sc2cc(C(=O)NC3CC3)c3ccccc3n2)s1	0	3	-9	21	0	1	-27	-4	42
CCOC(=O)N1CCN(S(=O)(=O)c2ccc(C(=O)Nc3nnc(C4CC4)o3)cc2)CC1	6	-5	-3	-1	-7	1	-6	-1	0.6
COc1ccc(C2/C=C\CN(CC(C)C)CC(=O)N2Cc2ccc(F)cc2)cc1 (centres undefined)	0	-1	-13	28	-4	0	-5	20	-0.7
CCOc1ccc(NC(=O)CCN2CCCCC2)cc1	1	-18	-17	-1	-9	-1	5	-5	1.1
COc1ccc(-n2c(C)cc(/C=C3/SC(=O)N(CC(=O)N4CCOCC4)C3=O)c2C)cc1	0	-9	-22	-1	-6	-4	-2	3	0.0
O=C(Nc1cccc2ccccc12)c1cnccn1	-2	-5	-23	-1	21	0	-6	-24	0.1
CC12CN3CCN(CC(C3)C1(O)CN1CCCCC1)C2 (centres undefined)	-7	5	-19	0	-10[fluorescence artefact?]	0	5	-11	0.9
Cc1n[nH]c(=S)n1/N=C/c1cccc(OCc2ccccc2)c1	18	-11	4	4	-7	13	10	-2	2.8
CN(CC1CCOCC1)C(=O)CC1C(=O)NCCN1CC1CCCCC1 (centres undefined)	-2	-14	22	7	-8	0	4	-3	0.5
COCCNC(=O)CN(C(=O)CCC(=O)Nc1cc(C)on1)c1cccc(C)c1C	4	-8	-23	0	-2	-1	4	-16	0.0
COc1cc(C(=O)NCCC(=O)N2CCN(C)CC2)cc(OC)c1OC	2	-9	-9	17	-5	2	-1	1	4.2
O=C(COc1ccccc1[N+](=O)[O-])Nc1cccnc1	8	-8	-4	25	-5	-3	12	-1	1.9
CC(=O)NCCc1nc2cc(NC(=O)c3ccccc3)ccc2n1C	-3	5	-5	8	-10	12	-6	-7	0.3
O=C(NNS(=O)(=O)c1ccc(Cl)cc1)c1cccs1	-2	-25	-25	20	-13	3	-4	-4	1.9
S=C(NCCc1ccccc1)N1CCCCC1	6	-5	-18	-52	-6	0	3	-4	1.4
CC(NS(=O)(=O)c1ccccc1)c1n[nH]c(=S)n1-c1ccccc1 (centres undefined)	1	-5	-8	-8	-9	7	-4	-5	0.4
COc1ccc(/C=C/C(=O)c2ccncc2)c2ccccc12	-25	-15	-23	5	11	0	-5	4	0.0
CCOC(=O)C1CCN(CC(=O)Nc2cc(C)nn2-c2nc3ccccc3s2)CC1	-1	-17	-7	4	-4	-4	-6	-17	-0.2
Further structures.
SMILES	Runt-SMMHC FRET	p47phox inh	EBV gp42 block	Hck-Nef inh	14-3-3 Bad PPI	Runt-CBFb FRET	TbHK1 inh	Mdm2 ligase inh	zVAD death inh
Cc1c(CCO)c(=O)n(-c2ccccc2)n1S(=O)(=O)c1ccc(F)cc1	2	2	-15	0	13	0	-5	-12	-0.1
O=C(NCCNC1CCC(c2ccccc2)CC1)c1cccs1 (centres undefined)	4	3	-6	23	44	0	7	-10	1.0
C[N+](C)=C1SCC(C)(/C=N/O)S1 (centres undefined)	-1	-9	-3	17	-6	4	-8	-8	0.1
NNc1nc2sc3c(c2c(=O)n1Cc1ccccc1)CCC3	-7	-18	1	35	-16	22	-5	-8	2.8
Cc1cc(C)cc(N(C(=O)c2cc3ccccc3oc2=O)C2C=CS(=O)(=O)C2)c1 (centres undefined)	-1	-15	-13	1	-6	1	-18	-13	-0.9
O=C(N/N=C/c1cn(CCOc2ccccc2)c2ccccc12)c1ccncc1	-11	-53	-9	-6	-5[fluorescence artefact?]	-8	-19	-3	1.4
CCCCC(OC(=O)c1cc2occc2n1C)C(=O)NCC1CCCO1 (centres undefined)	-2	-10	-5	0	2	-2	1	-23	1.6
CCOc1ccc(Br)cc1CSC(=N)N	-1	-3	5	3	3	2	8	-28	0.0
COc1cc2nc(NC(=O)c3ccc(Cl)cc3)[nH]c(=O)c2cc1OC	-2	-9	-21	-9	6[fluorescence artefact?]	1	-22	-11	-0.8
Cc1cc(C)cc(N2CCCn3c2nc2c3c(=O)n(CCN3CCOCC3)c(=O)n2C)c1	2	1	-14	-1	-4	-2	-2	-10	0.5
CCOC(=O)c1cnc(SCC(=O)NCc2ccco2)nc1N	-5	-9	-9	3	5	-1	27	-16	0.0
O=C(Nc1ccc(Cl)c(Cl)c1)N1CCC(N2CCCCC2)CC1	-2	-4	-23	1	0[fluorescence artefact?]	-1	-1	-19	1.1
O=C(CSc1nc(C2CCCCC2)n(-c2ccccc2)n1)NCC(F)(F)F	2	41*	6	1	21	0	0	·	0.3
COC(=O)c1c(NC(=O)C2C3C=CC(CC3)C2C(=O)O)sc(C)c1C (centres undefined)	1	-12	-9	7	6	-2	-4	-25	-0.1
Cc1nc2ccccc2c(=O)n1NC(=O)c1ccc([N+](=O)[O-])cc1Cl	1	1	-3	6	3	-1	2	-16	-0.3
O=C(CN1CCOCC1)Nc1ccccc1Sc1ccc(Cl)cc1	-1	-14	-5	1	-3	-3	-12	·	-0.7
Cc1ccc(Cl)cc1N1CCN(C(=O)CCS(=O)(=O)c2cccc3nonc23)CC1	-4	-21	-11	2	1	-6	-9	-10	1.8
O=C(NCc1nnc(SCC(=O)N2CCOCC2)o1)c1ccccc1F	-2	4	-8	17	-5	1	0	-16	-2.0
CCOC(=O)c1sc(NC(=O)CSC(=S)N2CCN(C)CC2)nc1C	1	-15	0	1	-4	0	-8	-18	5.3
O=C(NCCN1CCOCC1)c1cc2ccccc2[nH]1	1	-15	-14	0	6	-3	0	4	1.3
COc1ccc(NC(=O)Cn2c(-c3ccccc3)cc(C(C)=O)c2C)c(OC)c1	-2	0	-17	21	-1	0	-7	-17	-0.9
COc1cc2nc(CSc3ncn[nH]3)[nH]c(=O)c2cc1OC	0	-4	-5	26	-6	3	-3	2	20
Cc1ccc(/C=C/c2ccc(=O)n(Cc3ccc(F)cc3)n2)cc1	-2	-10	9	-3	-6	-6	-4	-21	4.7
Cc1cccn2cc(-c3ccc(F)cc3)nc12	6	-1	-21	4	-2	1	-3	-43	0.1
CC(O)C(O)C(O)C(O)C1NCCS1 (centres undefined)	0	-12	-23	-1	5	0	-3	-1	0.8
CCN(CC)CCCN=Cc1c(O)n(-c2ccccc2C)c(=O)c2ccccc12	1	-6	0	10	-1	2	-31	-15	-0.5
CCNC(=O)NC(=O)CSc1nc2ccccc2n1CC(C)C	4	-6	4	0	-6	0	-3	-1	0.1
COc1ccc2[nH]c(C(=O)O)c(CCN3C(=O)c4cccc([N+](=O)[O-])c4C3=O)c2c1	-2	-3	-11	15	-8	1	-14	-8	0.3
